# KLK5 inh: human KLK5 protease inhibitors, primary screen, biochemical, 1536-well | Kallikrein-5 (Homo sapiens), Q9Y337 | inhibition, % at 5 µM | recombinant hK5, fluorogenic AMC substrate cleavage | AID 873, 2007 | 210,000 tested, 0.59% active;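 active means inhibition of 40% or more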;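 further: 0% = enzyme controls without compound and 100% = no-enzyme blanks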
# FXIIa inh: human FXIIa protease inhibitors, primary screen, biochemical, 1536-well. purified FXIIa, Boc-QGR-AMC fluorogenic substrate, 2 h. inhibition, % at 5 µM. 220,000 tested, 0.3% active; in the data active means inhibition above about 40%;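 further: 0% = enzyme with no compound and 100% = blank without enzyme; many of its hits are not listed in these tables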
# p97 inhibitor: inhibitors of human p97 ATPase, primary screen, biochemical; recombinant p97 ATPase, Kinase-Glo ATP luminescence, 3 h; Transitional endoplasmic reticulum ATPase (Homo sapiens), P55072; 220,000 tested, 0.42% active; inhibition, % at 8 µM; in the data active means inhibition above about 15%;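 further: 0% = DMSO vehicle and 100% = wells lacking enzyme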
# 14-3-3 Bad inh: inhibitors of 14-3-3 zeta/Bad binding, primary screen, biochemical, TR-FRET, bovine 14-3-3 zeta | 14-3-3 protein zeta/delta (Bos taurus), P63103 | TR-FRET 14-3-3zeta/Dy647-pBad peptide displacement, 1 h | inhibition, % at 21.7 µM | 220,000 tested, 0.71% active;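 active means inhibition above about 70%, limit read from the data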;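 further: 0% = full 14-3-3 plus peptide FRET controls and 100% = background without 14-3-3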
# FXIa inh 1536: human FXIa protease inhibitors, primary screen, biochemical, 1536-well | Coagulation factor XI (Homo sapiens), P03951 | purified FXIa, Boc-Glu-Ala-Arg-AMC fluorogenic substrate | inhibition, % at 5 µM | 220,000 tested, 0.14% active;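 active means inhibition of at least 40%; inactive means inhibition below 40%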;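 further: fluorescence of freed AMC excited at 355 nm; 0% = enzyme without compound and 100% = no enzyme blank; many of its hits are not listed in these tables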
# Target sequence (P03951 19-387 limits assumed): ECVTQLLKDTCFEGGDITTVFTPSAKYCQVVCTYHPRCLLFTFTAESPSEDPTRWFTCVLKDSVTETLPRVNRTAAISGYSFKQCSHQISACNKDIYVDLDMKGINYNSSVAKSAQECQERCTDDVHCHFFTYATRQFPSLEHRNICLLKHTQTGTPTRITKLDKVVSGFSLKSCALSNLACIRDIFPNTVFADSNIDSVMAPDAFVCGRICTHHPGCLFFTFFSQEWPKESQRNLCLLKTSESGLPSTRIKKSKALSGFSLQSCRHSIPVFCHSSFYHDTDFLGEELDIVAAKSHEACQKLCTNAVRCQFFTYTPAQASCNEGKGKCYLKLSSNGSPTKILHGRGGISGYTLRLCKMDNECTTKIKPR
# Target sequence (P03951 388-625 limits assumed): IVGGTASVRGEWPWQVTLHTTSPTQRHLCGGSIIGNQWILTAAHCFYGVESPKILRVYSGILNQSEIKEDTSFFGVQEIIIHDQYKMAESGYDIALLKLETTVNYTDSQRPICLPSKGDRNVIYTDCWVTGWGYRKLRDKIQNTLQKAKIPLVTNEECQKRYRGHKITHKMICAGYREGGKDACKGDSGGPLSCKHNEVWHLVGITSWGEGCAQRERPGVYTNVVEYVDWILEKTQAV
# MDM2 E3 inh: MDM2-luciferase reporter signal enhancers, primary screen, MDM2 E3 ligase inhibitor project, cell-based, luminescence, 1536-well; E3 ubiquitin-protein ligase Mdm2 (Homo sapiens), Q00987; cell-based MDM2 ubiquitination luciferase reporter, 2 h; 0 = plate control, 100 = twice control, blank-subtracted; signal enhancement, % at 5 µM; 210,000 tested, 0.11% active; AID 1230, 2008;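 active means signal enhancement of 30% or more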;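 further: luminescence tracks abundance of the self-degrading MDM2-luciferase fusion protein; higher signal means inhibition of MDM2 E3 ligase activity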
# Target sequence (Q00987 whole entry, looked up, the tested form may be a part): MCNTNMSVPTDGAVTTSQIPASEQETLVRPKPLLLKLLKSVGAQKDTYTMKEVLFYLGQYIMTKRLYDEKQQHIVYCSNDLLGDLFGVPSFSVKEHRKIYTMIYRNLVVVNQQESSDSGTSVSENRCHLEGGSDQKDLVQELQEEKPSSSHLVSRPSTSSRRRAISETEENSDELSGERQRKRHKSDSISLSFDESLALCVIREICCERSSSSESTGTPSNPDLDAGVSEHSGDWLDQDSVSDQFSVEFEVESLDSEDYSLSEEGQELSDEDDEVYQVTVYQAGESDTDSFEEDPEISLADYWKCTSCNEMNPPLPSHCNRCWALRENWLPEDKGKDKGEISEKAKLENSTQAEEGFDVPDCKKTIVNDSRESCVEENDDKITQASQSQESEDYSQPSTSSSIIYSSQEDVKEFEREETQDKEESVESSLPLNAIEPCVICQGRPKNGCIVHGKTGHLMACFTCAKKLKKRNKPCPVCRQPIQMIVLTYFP
#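 Buffer or medium: Cells held in DMEM | Assay system: Stable mammalian line carrying autodegrading MDM2–luciferase fusion reporter | Quantity: 2000 cells/well | Times: 4 h settle plus 2 h compound, 37 °C | Doses: One concentration, 5 µM, with 0.2% DMSO | Technique: Luminescence with SteadyLite reagent, 15 min at room temperature | Benchmarks: Plate controls and plate blanks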
# Rad51 HR inh: human RAD51 strand exchange inhibitors, primary screen, biochemical, fluorescence; DNA repair protein RAD51 homolog 1 (Homo sapiens), Q06609; inhibition, % at 10 µM; 200,000 tested, 0.085% active; hRad51 DNA strand exchange, fluorescence dequenching;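 active means inhibition above 40% at the single screening dose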;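 further: 0% = DMSO control wells and 100% = blanks with heterologous ssDNA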
#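 Read-out basis: percent inhibition relative to plate controls and blanks / Assay system: human Rad51 nucleoprotein filaments preassembled on unlabelled ssDNA / Timing: filaments 15 min 37 °C, then compound 30 min / Control set: per-plate controls and blanks / Technique: fluorescence dequenching at 485/520 nm / Compound: 10 µM final, single point / Also added: Fluorescein- and BHQ1-tagged 47-mer duplex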
# eIF4E-4G inh: eIF4E–eIF4G protein interaction inhibitors, primary screen, biochemical, uHTS, TR-FRET, eIF4GI fragment; TR-FRET eIF4E-eIF4GI(517-606) binding, 2 h; inhibition, % at 21.7 µM; 220,000 tested, 0.37% active;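 active means inhibition above about 30%, limit read from the data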;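 further: 0% = full FRET control wells and 100% = background wells lacking eIF4GI fragment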
# Wee1 stabilizer: Wee1 degradation inhibitors, primary screen, cell-based, HeLa, Wee1K328M-luciferase, luminescence | HeLa Luc-Wee1K328M stability; 100% = proteasome inhibitor MG132 effect | AID 1321, 2008 | reporter increase, % at 5 µM | 220,000 tested, 1.2% active;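 active means activation above the mean of all tested compounds plus 3 SD, set per screening run, cut at about 8.8% in these data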;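 further: cells exposed to compound for 20 h before luminescence read; 0% = DMSO alone and 100% = MG132 at 30 µM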
# * hit, by the source's call; . = not tested or not shown; & = joins results of further samples; [ ] = remark or other dose.
SMILES,KLK5 inh,FXIIa inh,p97 inhibitor,14-3-3 Bad inh,FXIa inh 1536,MDM2 E3 inh,Rad51 HR inh,eIF4E-4G inh,Wee1 stabilizer
COc1ccc(Cl)cc1C(=O)NNC(=S)NC(=O)c1cc(-c2ccc(Cl)cc2)nc2ccccc12,-248,11,5,-9,6,-8,5,-16,-1
N#Cc1ccsc1NC(=O)CN1CCN(c2ccccc2O)CC1,-2,9,9,-4,-4,-10,-17,4[fluorescence artefact?],2
CCOc1nc(NCCN2CCOCC2)nc(Nc2ccc(C)cc2)n1,38,18,2,-13[fluorescence artefact?],13,5,-5,-2,0
CC(C)CCNC(=O)C1CC(=O)N(C2CCCC2)C1 (configuration not stated),-18,8,2,0,-5,-17,7,-12[fluorescence artefact?],3
O=C1C2CCCN2C(c2ccccc2)N1c1nccs1 (configuration not stated),-12,-2,-2,-10,15,-13,3,-6,-1
OCCNCCOc1ccccc1F,-10,3,3,-2,-1,-2,0,6[fluorescence artefact?],-2
O=C(Oc1ccc2[nH]cc(CCN3C(=O)c4ccccc4C3=O)c2c1)c1ccco1,-3,8,-1,1,1,.,-1,-18,0
CC(=O)NS(=O)(=O)c1ccc(NC(=O)CC(C)c2ccccc2)cc1 (configuration not stated),4,8,1,0,-1,-3,1,0,0
O=C(c1ccc(F)cc1)c1cnc(Nc2ccccc2)s1,0,8,1,-9,1,-4,0,1,3
COc1ccc(-c2[nH]ncc2CN2CCC(C(=O)c3ccc(F)cc3)CC2)cc1,0,4,3,-2,-2,-6,0,-5,-1
S=c1nc(Cc2ccc(Cl)cc2)[nH]c2ccccc12,-3,5,6,-7,-2,-2,24,0,-2
CCn1c(SCC(=O)NCc2ccco2)nnc1-c1ccncc1,-2,9,1,-9,-3,-9,3,2,7
N#C/C(=C(/O)c1cccc(F)c1)c1nc2ccccc2s1,12,12,4,4,4,.,18,4,10*
Cc1ccc(NC(=O)CNC(=O)c2ccccc2F)cc1Cl,-12,7,2,2,-3,3,0,-8,1
O=C(COc1ccc([N+](=O)[O-])cc1)Nn1cnnc1,-4,4,7,-2,-3,-7,3,3,-2
O=C(Nc1ccc2nsnc2c1)NC1CCCCC1,-18,18,3,4,13,-13,.,7,5
O=c1n(Cc2ccccc2Cl)nc2n1-c1ccccc1SC2,-6,7,5,1,-3,-13,4,2,0
CC1CCN(c2nc(Cl)nc(Nc3ccc([N+](=O)[O-])cc3)n2)CC1,-5,14,3,-6,11,1,.,-2,2
Cc1ccc(-c2csc(N3CCC(NS(=O)(=O)c4ccc5c(c4)OCCO5)CC3)n2)cc1,-5,11,3,-10,4,-11,-7,-3,3
O=C(CN1C(=O)NC2(CCCCCC2)C1=O)N1CCC(Cc2ccccc2)CC1,-10,10,-4,1[fluorescence artefact?],4,.,1,-2[fluorescence artefact?],-1
Cc1cc([N+](=O)[O-])nn1CC(=O)Nc1cnc2ccccc2c1,1,6,8,-21,-2,-26,23,-1,-2
CCOC(=O)CNC(=O)CSc1nc2cccnc2n1Cc1ccccc1,1,3,-5,-9[fluorescence artefact?],-8,3,-6,1,4
CCCCCCOC(=O)CCc1c(C)nc(N)[nH]c1=O,1,11,-2,9,-1,-15,3,-3,0
C=CCOn1c(C)c(C(C)=O)c2c3no[n+]([O-])c3ccc21,-29,19,-5,-12[fluorescence artefact?],9,-9,3,0[fluorescence artefact?],-2
O=C(NCc1ccco1)/C(=C/c1ccco1)NC(=O)c1ccc(Br)o1,-26,2,3,-4,-5,-11,-11,-3[fluorescence artefact?],4

# Next part:
SMILES,KLK5 inh,FXIIa inh,p97 inhibitor,14-3-3 Bad inh,FXIa inh 1536,MDM2 E3 inh,Rad51 HR inh,eIF4E-4G inh,Wee1 stabilizer
CCOC(=O)C1CCCN(C(=O)c2ccc3c(c2)NC(=O)C(N2CCOCC2)S3)C1 (configuration not stated),-22,16,-1,-2[fluorescence artefact?],6,-16,-2,0[fluorescence artefact?],2
O=C(c1ccc(Cl)cc1)N1C2C=CC(C2)C1(C(F)(F)F)C(F)(F)F (configuration not stated),-8,10,2,-5,6,-7,.,3,0
COc1ccc(Cl)cc1C(=O)NNC(=S)NC(=O)/C=C/c1ccco1,-20,3,9,-16,-7,-5,1,-1,2
COc1ccccc1C1=NC(c2ccc(C)cc2)N=C1C (configuration not stated),-2,2,1,-12,-3,0,4,9,5
COc1ccc(C(C)=O)cc1COC(=O)c1cccnc1SC,-5,1,-8,-4,-6,-10,-1,2,8
CC(C)(C)C(=O)Nc1ncccc1C(O)c1cccc(C(F)(F)F)c1 (configuration not stated),2,12,1,-16,-1,-6,-6,-2,-4
CCNC(=S)N1CCc2cc(OC)c(OC)cc2C1COc1ccccc1OC (configuration not stated),-4,2,2,-12,-4,4,1,-2,2
C=CCNC(=O)c1c(CSc2ccccc2)noc1C(=O)NCc1ccccc1,1,2,.,0,-1,-5,3,0,.
CCCCN(Cc1cc2ccccc2[nH]c1=O)S(C)(=O)=O,-5,14,4,-2[fluorescence artefact?],6,2,.,9,-1
Cc1cc(NC(=O)C2CC2)ncc1NC(=O)C12CC3CC(CC(C3)C1)C2,8,20,-2,-7,9,30*,-1,-2,-1
c1cncc(-c2nc3ccccc3[nH]2)c1,-1&-16,8&10,-2&3,-1&-5,-1&-1,-1,6,0&-8,-2&-2
N=c1n(CCO)c2ccccc2n1Cc1ccccc1Cl,-20,8,1,-6,-2,-18,-5,-12,0
CCOC(=O)CSc1nnc(CSc2nc3sc4c(c3c(=O)[nH]2)CCC4)n1-c1ccccc1,-9,12,-2,7,1,9,-36,1,-2
CC1CCCN(c2nc3c(c(=O)n(C)c(=O)n3C)n2CCSc2nc3ccccc3s2)C1 (configuration not stated),-12,12,-2,0,-4,-12,-4,1,-3
CCOc1ccccc1Nc1nc2ccccc2n1C(C)C,-9,3,0,-11,-3,-19,14,-4,-2
CC(=O)NCC(=O)N(c1c(C)n(C)n(-c2ccccc2)c1=O)C1(C(=O)NC2CCCC2)CCCCC1,-15,10,3,11[fluorescence artefact?],1,0,.,-6,1
OC(CNCCc1ccc(C(F)(F)F)cc1)COc1cccc2ccccc12 (configuration not stated),-21,2,4,-13,1,0,6,-4,-2
CCOC(=O)C1(Cc2ccccc2)CCN(Cc2ccon2)CC1,-2,9,5,-4,-5,11,0,-1,-2
Cn1cccc1-c1nc2ccc(NC(=O)c3cccs3)cc2[nH]1,-4,7,6,-4,1,-8,2,-10,4
O=C(O)CCCNC(=O)CC1S/C(=N/N=C/c2ccccc2O)NC1=O (configuration not stated),-13,10,-1,-14,5,-3,-1,-10,2
O=C(N/N=C/c1cccc([N+](=O)[O-])c1)c1ccc(COc2ccccc2-c2ccccc2)cc1,-7,0,-4,6,-3,12,11,-3,-1
O=C(CSc1ccc(Cl)cc1)N1CCN(c2ncc(C(F)(F)F)cc2Cl)CC1,-14,9,0,-5,-4,-1,2,0,0
Cc1cc(Br)ccc1NC(=O)CNC(=O)Cn1ncc(Cl)c(Cl)c1=O,16,9,3,-8,0,-3,.,0,-2
CN(c1ccc(OCC(=O)OCC(=O)NC2CCCC2)cc1)S(=O)(=O)c1ccc2ccccc2c1,3,9,-5,-6,-1,-13,2,-4,2
CC(C)CNC(=O)COC(=O)c1cc(Cl)cc(Cl)c1N,-110,4,-5,3,-12,-11,-5,6[fluorescence artefact?],-3

# The list continues.
SMILES,KLK5 inh,FXIIa inh,p97 inhibitor,14-3-3 Bad inh,FXIa inh 1536,MDM2 E3 inh,Rad51 HR inh,eIF4E-4G inh,Wee1 stabilizer
COc1ccc(CC(=O)NNC(=O)c2ccncc2)cc1,4,10,4,2,1,-7,0,-3,-2
CC(=O)C1=C(O)C(=O)N(c2cccnc2)C1c1ccc([N+](=O)[O-])cc1 (configuration not stated),-13,6,3,-6,-4,-2,13,2,3
Cn1c(-c2ccc(Cl)cc2)ccc(C#N)c1=O,-19,7,1,5,-3,-1,6,2,1
Cc1ccc(NC(=O)N(Cc2cccnc2)Cc2ccco2)cc1C,-18,10,0,-20,4,-28,2,-2,1
Cc1ccc(C(C(=O)NC2CCCC2)N(Cc2cccnc2)C(=O)c2snc(C(N)=O)c2N)o1 (configuration not stated),0,0,-3,-18,-8,-8,-7,0,-2
Cc1cc(N2CCN(S(=O)(=O)c3ccc(C)c(C)c3)CC2)c2ccccc2n1,7,5,-4,6[fluorescence artefact?],2,-8,4,-5[fluorescence artefact?],0
CCOc1ccccc1NC(=S)NC(=O)CCCOc1ccc(Cl)cc1Cl,-29,-2,-1,33,-9,-8,2,2,-2
COC(=O)CSc1nnc(-c2ccc(S(=O)(=O)N3CCC(C)CC3)cc2)o1,4,11,2,-9,-3,-13,-13,-11,-3
O=C(c1ccc2c(c1)OCO2)C1CCCN(Cc2cn[nH]c2-c2cccc(F)c2)C1 (configuration not stated),-1,6,2,-4,-4,4,-3,-1,-3
CC(C)(C)n1ncc2c(=O)n(CC(=O)N3CCCc4ccccc43)cnc21,-24,1,3,-1[fluorescence artefact?],-11,-5,-10,10,0
CC1(C)Cc2ccccc2-c2nc(NCCCO)[nH]c(=O)c21,-9,-8,2,4,-7,0,-1,-2,-3
c1cncc(C(c2nnnn2C2CCCCC2)N2CCN3CCCC3C2)c1 (configuration not stated),-9,9,2,11,4,.,6,1,-1
Cc1ccc(NC(=O)COC(=O)/C=C/c2cccs2)cc1,-20,4,3,-19,0,-2,3,-2,3
Cc1cccc(N(C(=O)CNC(=O)c2ccco2)C(C(=O)NC2CCCC2)c2cccnc2)c1 (configuration not stated),-1,15,4,-8,5,-6,-4,1,-1
O=C(c1cc(COc2ccc(F)cc2F)on1)N1CCCC(c2ccccc2)C1 (configuration not stated),1,13,-4,11,-3,0,-13,3,-3
CCN(CC)C(=O)c1ccc(-c2cccs2)s1,-3,3,-4,-2,-1,-2,-2,5,0
Cc1ccc(S(=O)(=O)N(C)C)cc1NC(=O)COC(=O)Cc1ccc(Br)cc1,13,9,2,-16,6,-24,19,2,3
O=C(NCCCCCNC(=O)c1ccco1)c1ccco1,-3,5,-3,9,-7,-6,-14,3,-1
O=C(Nc1ccc2ncccc2c1)Nc1ccc2ncccc2c1,-1,14,7,28,-1,.,-3,-4,-1

# Taken from the results shown (3 entries):
SMILES,KLK5 inh,FXIIa inh,p97 inhibitor,14-3-3 Bad inh,FXIa inh 1536,MDM2 E3 inh,Rad51 HR inh,eIF4E-4G inh,Wee1 stabilizer
CCN(CC)C(=O)c1ccc(-c2cccs2)s1,-3,3,-4,-2,-1,-2,-2,5,0
Cc1ccc(S(=O)(=O)N(C)C)cc1NC(=O)COC(=O)Cc1ccc(Br)cc1,13,9,2,-16,6,-24,19,2,3
O=C(NCCCCCNC(=O)c1ccco1)c1ccco1,-3,5,-3,9,-7,-6,-14,3,-1

# Bioassay records (PubChem)
